CAL PDZ FP-1 – inhibitors of human CAL PDZ peptide binding. 330,000 compounds, 0.02% hits. AID 504414. Q9HD26. purified CAL PDZ, TMR-peptide fluorescence polarization, 1 h. inhibition, % at 20 µM;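 active means highest replicate inhibition of at least 40%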;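 further: plate controls were DMSO neutral control wells for no effect and unlabeled competitor peptide control wells for full effect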
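Test system: purified CerCALP PDZ construct; Compound dosing: one concentration, 20 µM compound; Also added: TMR-labelled reporter peptide T*-PRC34 bound in PDZ groove; Read-out: inhibition from polarization loss; Controls: unlabelled peptide and DMSO controls; Signal: FP readout, S and P plane fluorescence; Incubation: 1 h at RT.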
Keap1-Nrf2 PPI – disrupts human Keap1 binding to Nrf2 peptide; Q14145; Keap1 Kelch-Nrf2 peptide fluorescence polarization, 1536-well; inhibition, % at 9.4 µM; 340,000 compounds, 0.15% hits; in the data active means inhibition above about 12%;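 further: human Keap1 Kelch domain with fluorescein labeled Nrf2 9mer peptide probe; 0% = neutral control wells and 100% = peptide positive control; higher means more block of Keap1 binding to Nrf2 peptide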
Rtt109 HAT inh – inhibitors of Candida albicans Rtt109/Vps75 histone acetyltransferase. AID 540336. purified Rtt109/Vps75, ThioGlo CoA-SH fluorescence, 4 h. Q5AAJ8. inhibition, % at 34.9 µM. 330,000 compounds, 0.16% hits;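 active means inhibition of at least 50% in every replicate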
Target sequence (Q5AAJ8 whole entry, looked up): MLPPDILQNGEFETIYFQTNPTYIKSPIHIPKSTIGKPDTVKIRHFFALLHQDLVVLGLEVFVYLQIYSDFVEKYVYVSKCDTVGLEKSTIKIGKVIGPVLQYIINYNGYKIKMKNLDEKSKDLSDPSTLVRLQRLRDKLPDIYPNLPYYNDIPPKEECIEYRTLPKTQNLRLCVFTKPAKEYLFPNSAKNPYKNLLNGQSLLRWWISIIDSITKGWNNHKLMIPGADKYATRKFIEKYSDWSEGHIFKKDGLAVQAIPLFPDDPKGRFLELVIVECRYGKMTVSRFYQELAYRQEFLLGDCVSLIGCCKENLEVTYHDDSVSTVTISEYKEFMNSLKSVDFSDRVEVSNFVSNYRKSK
RTF Ca sens inh – cardiac RTF calcium desensitization | P19429+P45379 | IANBD-labeled cardiac RTF, Ca2+ fluorescence | inhibition, % at 7.15 µM | 340,000 compounds, 0.12% hits | AID 493244;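 active means inhibition above the mean inhibition of all tested compounds plus 3 SD, cut at about 17% in these data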;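 further: assay run at fixed EC70 calcium of 1.6 mM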
CAL PDZ FP-2 – CAL PDZ (human) peptide binding inhibition; purified CAL PDZ, TMR-peptide fluorescence polarization, 1 h; inhibition, % at 24.9 µM; 300,000 compounds, 0.92% hits; AID 602252;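 active means mean inhibition of at least 30% with at least half of replicates also reaching 30%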;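 further: 0% = DMSO neutral control and 100% = excess unlabeled competitor peptide PRC23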
cardiac RTF act – cardiac RTF calcium sensitization | P19429+P45379 | IANBD-labeled TnC RTF fluorescence at EC20 calcium; 0% EC20 calcium, 100% full calcium | activation, % at 7.2 µM | 340,000 compounds, 0.24% hits;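 active means activation above the mean over all tested compounds plus 3 SD, cut at about 30% in these data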;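 further: rise in fluorescence read as greater calcium sensitivity of cardiac thin filaments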
DAGLB inhibitor – diacylglycerol lipase beta (human) inhibition | inhibition, % at 5.17 µM | HEK293T DAGLB membrane lysate, EnzChek fluorogenic substrate | 340,000 compounds, 0.059% hits; in the data active means inhibition above about 34%;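 further: 0% = enzyme with vehicle and 100% = wells lacking enzyme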
Target sequence (Q8NCG7 whole entry, looked up): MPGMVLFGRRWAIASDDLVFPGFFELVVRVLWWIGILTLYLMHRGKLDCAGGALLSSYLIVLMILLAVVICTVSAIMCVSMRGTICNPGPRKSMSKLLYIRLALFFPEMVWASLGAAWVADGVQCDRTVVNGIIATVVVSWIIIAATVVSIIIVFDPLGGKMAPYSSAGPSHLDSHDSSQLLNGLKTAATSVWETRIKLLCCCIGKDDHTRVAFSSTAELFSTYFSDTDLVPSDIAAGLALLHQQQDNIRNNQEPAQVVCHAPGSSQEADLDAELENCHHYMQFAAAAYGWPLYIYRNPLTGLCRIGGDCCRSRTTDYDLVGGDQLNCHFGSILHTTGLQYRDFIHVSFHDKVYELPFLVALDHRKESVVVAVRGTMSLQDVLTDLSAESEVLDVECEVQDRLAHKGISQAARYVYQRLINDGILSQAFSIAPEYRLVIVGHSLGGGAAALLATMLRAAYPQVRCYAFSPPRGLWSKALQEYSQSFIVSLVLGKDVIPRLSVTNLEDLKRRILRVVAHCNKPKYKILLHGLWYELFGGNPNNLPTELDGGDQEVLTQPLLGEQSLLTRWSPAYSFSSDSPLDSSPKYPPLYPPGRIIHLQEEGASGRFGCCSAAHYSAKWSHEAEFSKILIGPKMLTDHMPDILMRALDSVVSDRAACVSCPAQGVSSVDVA
C-LANA FP – blocks KSHV LANA C-terminal domain binding to DNA; MBP-C-LANA/FAM-LBS DNA binding, fluorescence polarization; inhibition, % at 9 µM; 340,000 compounds, 0.078% hits; AID 504423;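 active means highest replicate inhibition at or above 60% at 9 µM, even if other replicates fall short; inactive means all replicates below 60% inhibition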;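 further: 0% = neutral control wells and 100% = 4 µM acridine orange control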
PKA-R2B activ – activates the human PKA-R2B holoenzyme complex; PKA-R2B holoenzyme dissociation, Cy5-IP20 fluorescence polarization; R2B truncated from residue 108, S112A mutant; 0% DMSO only, 100% 113 µM cGMP; P22694+P31323; 340,000 compounds, 0.079% hits; activation, % at 11.4 µM;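 active means activation above a cutoff set at the mean over all compounds plus 3 SD, cut at about 18% in these data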;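 further: higher means more holoenzyme dissociation and a rise in polarization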
SR-BI DiI-HDL act – activators of SR-BI mediated HDL lipid uptake; 320,000 compounds, 0.096% hits; CHO ldlA[mSR-BI] cells, DiI-HDL uptake fluorescence, 3 h; 100 = double the neutral-control signal; activation, % at 12.5 µM;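 active means mean replicate activation of at least 60% and every replicate at or above 60%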;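 further: 0% = median plate neutral-control signal and 100% = twice that signal; values of inactives mirror those of a sister screen read the other way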
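Test system: SR-BI-overexpressing, LDLR-lacking CHO cells; Medium: Ham's F12 with 0.5% BSA, HEPES 25 mM, pH 7.4; Schedule: 3 h, 37 °C; Technique: bottom-read fluorescence, 550/595 nm.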
Active calls of the source: *; . = not tested or not shown. Rows were taken by chance; 1.6% or so of the library scored in one or more.

SMILES	CAL PDZ FP-1	Keap1-Nrf2 PPI	Rtt109 HAT inh	RTF Ca sens inh	CAL PDZ FP-2	cardiac RTF act	DAGLB inhibitor	C-LANA FP	PKA-R2B activ	SR-BI DiI-HDL act
O=C(Nc1ccc(F)cc1)c1ccc(CSc2ccc(Cl)cc2)o1	-1.3	-2	3	-2	-4	-5	-11	-1.3	-5	18
COc1ccc(S(=O)(=O)N(Cc2ccco2)Cc2cc3ccccc3[nH]c2=O)cc1	-1.1	-4	6	4	3	0	1	1.2	-1	1
CC(C)(C)C(=O)N1CCN(c2ccc([N+](=O)[O-])cc2-n2cccc2)CC1	0.1	4	0	-1	-4	3	-2	-1.4	14	-46
S=C(c1cn(Cc2ccccc2)c2ccccc12)N1CCOCC1	-0.1	-5	-4	-2	0	0	-1	-0.3	3	-4
CN(CCCC1CCCC1)C(=O)c1cc(COc2ccc(F)cc2F)on1	-0.9	-1	-4	-13	-1	5	-12	0.1	4	3
CC1(C)SC2c3ccccc3C(=O)N2[C@@H]1C(=O)NC1CCCC1 (some centres undefined)	-1.4	-2	-1	-6	-6	-5	-1	-0.5	2	2
Cc1onc(-c2ccccc2Cl)c1C(=O)N1CCN(c2ccc(F)cc2)CC1	-1.0	-5	1	2	-8	-3	1	-1.1	-7	-3
Cc1ccccc1C(=O)Nc1ccnn1C1CCN(CCCc2ccccc2)CC1	-0.8	-3	1	1	5	3	-1	0.3	-10	-21
O=C(Cn1cccc1)N1CCN(C(c2ccccc2)c2ccccc2)CC1	-0.1	-3	-13	1	.	7	1	-0.6	2	14
CC1Oc2ccccc2N(CC(=O)NCCCN2CCOCC2)C1=O (centres undefined)	-2.2	2	3	-1	-8	-5	0	-1.2	-3	27
Cc1cc(C)n(C(=O)CNC(=O)c2ccc(Cl)cc2Cl)n1	-1.2	-1	7	-6	.	-2	1	-1.5	0	.
Cc1cc(C(=O)CSc2nc(N)cc(N)n2)c(C)n1CCc1ccc(F)cc1	.	-7	-13	-1	-4	-9	4	-0.6	-13	-53
CC(=O)Nc1ccc(NC(=O)c2cccc(S(=O)(=O)N(C)C3CCCCC3)c2)cc1	-0.7	-4	-2	1	-2	-3	1	2.9	0	-32
COc1ccc(NS(=O)(=O)c2ccc3nc(COc4cccc5ccccc45)[nH]c3c2)cc1	-0.2	-4	-8	0	.	-3	-2	2.4	-5	-20
CCCn1c(SCC(=O)Nc2ccccc2Cl)nc(O)cc1=O	-1.9	0	19	-11	-6	-2	-1	0.5	-6	23
CN(C)c1ccc(P(=O)(OCc2ccccc2)C(O)c2ccc(Cl)cc2)cc1 (centres undefined)	1.7	-1	-3	-5	-5	4	0	1.4	-7	1
CCN([C@H](CO)C(C)C)S(=O)(=O)c1ccccc1Br	0.8	-1	-7	-8	-4	-2	-3	-0.4	-1	-6
CCC(C)N(C(=O)CSc1ncnc2sccc12)C1CCS(=O)(=O)C1 (centres undefined)	-0.8	8	5	-11	1	3	4	2.1	1	18
COc1nc(Cl)cn(-c2ccc(C)cc2)c1=O	-0.1	-2	6	-12	-3	-1	-1	0.4	-2	8
COc1cc(/C=N/N=C(\N)c2nonc2N)ccc1O	-0.8	-1	4	-4	-8	-6	0	-0.1	4	-39
CN1CCN(Cc2oc(CO)cc(=O)c2O)CC1	1.0	-6	0	-4	6	0	0	-0.6	4	-17
O=C(OCC(=O)N1CCCc2ccccc21)c1ccccc1NCCO	-0.4	2	-2	7	-2	-1	1	-1.4	-3	1
COC(=O)C1C2C=CC3(CN(C(C)c4ccc(OC)cc4)C(=O)C13)O2 (centres undefined)	.	-3	-13	-2	1	4	-1	0.0	-8	3
CC(=O)c1cccc(NC(=O)CCCOc2ccc(C)cc2)c1	-1.2	-1	-3	-5	-2	1	-1	-0.6	-9	-8

2 entries from above in a different format:
smiles: COc1ccc(NS(=O)(=O)c2ccc3nc(COc4cccc5ccccc45)[nH]c3c2)cc1
  CAL PDZ FP-1 = -0.2
  Keap1-Nrf2 PPI = -4
  Rtt109 HAT inh = -8
  RTF Ca sens inh = 0
  CAL PDZ FP-2 = .
  cardiac RTF act = -3
  DAGLB inhibitor = -2
  C-LANA FP = 2.4
  PKA-R2B activ = -5
  SR-BI DiI-HDL act = -20

smiles: Cc1cc(C)n(C(=O)CNC(=O)c2ccc(Cl)cc2Cl)n1
  CAL PDZ FP-1 = -1.2
  Keap1-Nrf2 PPI = -1
  Rtt109 HAT inh = 7
  RTF Ca sens inh = -6
  CAL PDZ FP-2 = .
  cardiac RTF act = -2
  DAGLB inhibitor = 1
  C-LANA FP = -1.5
  PKA-R2B activ = 0
  SR-BI DiI-HDL act = .

Continued:
SMILES	CAL PDZ FP-1	Keap1-Nrf2 PPI	Rtt109 HAT inh	RTF Ca sens inh	CAL PDZ FP-2	cardiac RTF act	DAGLB inhibitor	C-LANA FP	PKA-R2B activ	SR-BI DiI-HDL act
O=C(O)CCSc1nnc(-c2ccc3c(c2)OCO3)o1	-3.4	-3	-10	7	1	-4	1	0.5	10	16
O=C(Nc1ccc2c(c1)OCCO2)C1CCN(S(=O)(=O)Cc2ccccc2)CC1	-1.3	-1	10	-1	4	2	-6	-0.8	11	-11
CCN1C[C@@H]2[C@@H]3C(=O)N(Cc4ccccc4)C(=O)[C@@H]3[C@](C)(C1=O)N2C(=O)c1ccc(Br)cc1	-1.5	0	0	-6	-2	1	0	0.5	-8	35
COc1cccc(-n2ccnc2SCC(=O)N2CCc3ccccc32)c1	-2.5	-2	32	-1	1	-3	-3	-0.5	-7	.
O=C(OCCN1C(=O)c2ccccc2C1=O)c1cccc(OC(F)F)c1	0.6	4	0	-7	1	-1	-7	-1.7	3	-4
Cc1ccc(S(=O)(=O)N(C)C)cc1NC(=S)N(C)C1CCN(C)CC1	0.2	0	3	-12	-2	-2	0	-0.6	-13	7
CC1CC(C)CN(S(=O)(=O)c2ccc(C(=O)N(C)Cc3ccccc3)cc2)C1 (centres undefined)	-1.0	-1	6	-3	18	-5	-3	1.2	13	-5
N#Cc1ccsc1NC(=O)CN1CCN(c2ccccc2O)CC1	-0.7	3	-1	-14	-12	4	-3	-0.1	10	22
O=c1[nH]c(CSc2ccccn2)nc2ccccc12	-3.8	-4	3	-17	-1	7	3	0.0	-4	-5
COc1ccc(/C=N/NC(=O)c2cc(C)oc2C)cc1OCc1ccccc1	-2.6	-4	10	-8	-4	2	2	0.0	-2	-65
CC(=O)c1cccc(NC(=O)c2ccc(NS(=O)(=O)c3c(C)noc3C)cc2)c1	-0.2	-5	1	-3	-2	1	1	0.0	-4	-14
CC1CCCCN1CCNC(=O)C1CC(=O)N(c2ccc(F)c(Cl)c2)C1 (centres undefined)	-0.7	2	3	-17	-2	8	1	5.6	-8	-11
Cc1cc(C)c2cc(CN(Cc3ccc4c(c3)OCO4)Cc3nnnn3Cc3ccco3)c(=O)[nH]c2c1	-1.8	-6	-16	-11	1	11	8	0.3	-5	-1
C=CCn1c(CNC(=O)c2ccccc2F)nnc1SCC(=O)N1CCOCC1	-2.6	-5	9	-5	-5	-7	-2	-1.7	-12	26
O=C1OCCN1C(=O)[C@H]1[C@H](c2ccccc2)C(c2cccc(Cl)c2)=NN1c1ccc(Br)cc1	1.0	-3	10	-2	0	-4	-2	-1.3	-8	7
O=C(O)C(=O)/C(=C\c1cccc2ccccc12)c1ccc2ccccc2n1	-1.3	3	-8	-8	1	0	0	12	-3	.
COC(=O)CNC(c1ccccc1)c1cc(Br)ccc1NC(C)=O (centres undefined)	-0.7	-3	2	-4	1	0	-2	-0.1	10	-24
Cc1nn2c3ccccc3n(C)c2nc1=O	.	5	-1	-13	4	0	1	-0.4	-11	17
O=C(COC(=O)c1ccccc1Nc1ccc(SC(F)F)cc1)NCc1ccco1	-1.9	-2	0	-5	-2	2	-1	0.7	-2	.
N#Cc1ccc(-c2nnnn2-c2ccc3c(c2)OCO3)cc1	.	-3	-8	2	-1	0	-2	-0.8	-7	5
COc1ccc(N(CC(=O)NC2CCCCC2)C(=O)CCCC(=O)Nc2ccccn2)c(OC)c1	-0.8	-2	1	-6	-11	-7	0	0.7	-15	-13
O=C(Cn1nc(-c2ccccc2)ccc1=O)NCc1ccc(F)cc1	-2.1	-2	4	9	1	-2	0	1.5	-8	16
O=C(NCCO)C(=O)NCC1OCCCN1S(=O)(=O)c1cc(F)ccc1F (centres undefined)	-0.5	6	-3	-4	.	3	3	1.6	9	-4
CCn1cc(C(=O)O)c(=O)c2cc(F)c(N3CCN(S(=O)(=O)c4ccc(NC(=O)OC)cc4)CC3)cc21	-1.8	-2	-9	0	1	-4	1	-3.1	-17	.
O=C(NC1CCCCC1)c1ccc(NS(=O)(=O)c2cccc3cccnc23)cc1	-1.0	-4	10	4	.	3	-3	-0.1	-10	6
CCC(=O)N1CCc2cc(S(=O)(=O)CCC(=O)NCCc3ccc(S(N)(=O)=O)cc3)ccc21	0.4	-2	-18	-1	.	-5	0	-1.9	-1	-7
COc1ccc(S(=O)(=O)N2CCC(C(=O)Oc3ccc(C)cc3)CC2)cc1OC	-2.1	-4	-4	5	-2	-10	1	0.7	-8	-5
Cc1cc(=O)n(C)c(=O)n1CC(=O)N1CCCCCC1	-6.2	3	0	-12	-2	0	0	-6.2	1	30
COc1ccc(C)cc1NC(=O)CCN1CC(C)OC(C)C1 (centres undefined)	-1.0	-10	1	-1	.	11	2	0.9	-4	-4
S=c1[nH]nc(CSCCOc2ccc(Cl)cc2Cl)o1	-2.6	-1	11	-3	.	3	11	-0.4	-1	-7
O=C(CCN1CCCCCC1)Nc1ccccc1F	-3.5	-4	1	-8	-5	8	3	-1.4	3	.
